DAX1 inh-1 – blocks DAX1 repression of SF-1 activated StAR promoter; HEK293T StAR-luciferase reporter, SF-1/DAX-1 repression relief; inhibition, % at 6.8 µM; 1.1% of 370,000 active; AID 652010;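 active means inhibition above the mean over all tested compounds plus 3 SD, cut at about 3.6% in these data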;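 further: 0% = DAX-1 cells with DMSO and 100% = cells lacking DAX-1 with DMSO; higher inhibition means more luminescence from relief of DAX-1 repression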
ssDAF-12 act – activates DAF-12 receptor from parasite S. stercoralis. HEK293 ssDAF-12/GRIP1 lit1-tk-luc reporter, luminescence; % of 3 µM dafachronic acid response. AID 652126. activation, % at 6.8 µM. 1% of 370,000 active;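 active means activation above the mean over all tested compounds plus 3 SD, cut at about 0.9% in these data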;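 further: 0% = DMSO-only wells and 100% = 3 µM delta7-dafachronic acid wells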
SMARCA2 activ – increases SMARCA2 function in MMTV reporter cells. MG213 cells, MMTV-luciferase reporter, dexamethasone, overnight. activation, % at 9.1 µM. 1% of 370,000 active; in the data active means activation above about 7.8%;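 further: 0% = vehicle wells and 100% = reference activator wells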
hcDAF-12 act – H. contortus DAF-12 activation, primary screen; HEK293 hcDAF-12 lit1-tk-luc reporter, luminescence; 0% DMSO, 100% Δ7-dafachronic acid; activation, % at 6.8 µM; 1.4% of 370,000 active;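 active means activation above the mean of all tested compounds plus 3 SD, cut at about 5.5% in these data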;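 further: 100% = response to 3 µM Δ7-dafachronic acid high control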
PG9 Ab binder – binds the HIV-1 gp120 antibody PG9. TR-FRET gp120-PG9 antibody binding. inhibition, % at 6.7 µM. 0.43% of 360,000 active. AID 624416; in the data active means inhibition above about 8.5%
DAX1 inh-2 – inhibitors of human orphan nuclear receptor DAX1 (NR0B1) | P51843 | HEK293 Gal4-DAX1 luciferase reporter, luminescence | inhibition, % at 6.75 µM | 0.99% of 340,000 active | AID 504766;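 active means inhibition above the mean over all tested compounds plus 3 SD, cut at about 4.2% in these data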;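 further: 0% = DAX1-transfected cells with DMSO and 100% = empty-vector control cells with DMSO; inhibition shows as a rise in luminescence from relieved DAX1 repression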
PLC-beta3 inh – inhibitors of human phospholipase C beta3 | 0.18% of 370,000 active | inhibition, % at 12.2 µM | Q01970 | Purified PLC-beta3, fluorogenic substrate, fluorescence | AID 720704; in the data active means inhibition above about 11%;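 further: 0% = median of compound wells on plate and 100% = full blocker control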
NR1D1 modulator – Rev-erb alpha (human) modulation | Rev-erbα–FITC-DNA binding, fluorescence polarization, 90 min | activity, % at 10 µM | 0.79% of 370,000 active | AID 1259318;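 active means activity above about 14%, limit read from the data; passing the limit was not always enough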;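 further: 0% = DMSO wells with 35 nM protein and 100% = DMSO wells with 750 nM protein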
Target sequence (P20393 whole entry, looked up): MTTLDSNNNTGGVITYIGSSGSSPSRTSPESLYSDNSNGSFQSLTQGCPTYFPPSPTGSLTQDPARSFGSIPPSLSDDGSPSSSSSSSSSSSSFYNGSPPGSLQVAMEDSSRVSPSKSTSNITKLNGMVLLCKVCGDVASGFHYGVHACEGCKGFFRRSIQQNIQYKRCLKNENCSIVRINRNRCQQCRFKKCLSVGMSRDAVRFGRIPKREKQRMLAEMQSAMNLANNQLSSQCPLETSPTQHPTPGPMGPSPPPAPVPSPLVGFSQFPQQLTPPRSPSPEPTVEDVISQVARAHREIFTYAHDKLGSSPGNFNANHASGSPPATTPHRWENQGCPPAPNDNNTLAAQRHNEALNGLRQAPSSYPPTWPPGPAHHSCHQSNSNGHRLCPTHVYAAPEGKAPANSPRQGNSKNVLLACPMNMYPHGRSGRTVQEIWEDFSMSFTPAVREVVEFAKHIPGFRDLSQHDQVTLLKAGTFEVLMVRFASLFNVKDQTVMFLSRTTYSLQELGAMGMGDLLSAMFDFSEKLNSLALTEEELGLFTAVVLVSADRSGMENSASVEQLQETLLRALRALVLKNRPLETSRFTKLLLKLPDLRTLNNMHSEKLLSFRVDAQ
hgDAF-12 ag – activates the H. glycines DAF-12 receptor ligand-binding domain | HEK293 GAL4-hgDAF12 UAS-luciferase reporter, agonist luminescence; normalized to butyrate control | 1.8% of 370,000 active | activation, % at 6.8 µM;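 active means activation above a cutoff set at the mean of all screened compounds plus 3 SD, cut at about 10% in these data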;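 further: 0% = DMSO wells and 100% = sodium butyrate wells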
sPLA2-III inh – Inhibits HGIII-sPLA2 liposome hydrolysis, primary screen; Q9NZ20; QFRET BODIPY PC-A2 liposome hydrolysis, fluorescence; inhibition, % at 12.2 µM; 0.56% of 370,000 active; AID 743126;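 active means inhibition above mean plus 3 SD of compounds lying within the high and low control bounds, cut at about 19% in these data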;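 further: 0% = median of test compound wells and 100% = no enzyme DMSO wells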
Target sequence (Q9NZ20 whole entry, looked up): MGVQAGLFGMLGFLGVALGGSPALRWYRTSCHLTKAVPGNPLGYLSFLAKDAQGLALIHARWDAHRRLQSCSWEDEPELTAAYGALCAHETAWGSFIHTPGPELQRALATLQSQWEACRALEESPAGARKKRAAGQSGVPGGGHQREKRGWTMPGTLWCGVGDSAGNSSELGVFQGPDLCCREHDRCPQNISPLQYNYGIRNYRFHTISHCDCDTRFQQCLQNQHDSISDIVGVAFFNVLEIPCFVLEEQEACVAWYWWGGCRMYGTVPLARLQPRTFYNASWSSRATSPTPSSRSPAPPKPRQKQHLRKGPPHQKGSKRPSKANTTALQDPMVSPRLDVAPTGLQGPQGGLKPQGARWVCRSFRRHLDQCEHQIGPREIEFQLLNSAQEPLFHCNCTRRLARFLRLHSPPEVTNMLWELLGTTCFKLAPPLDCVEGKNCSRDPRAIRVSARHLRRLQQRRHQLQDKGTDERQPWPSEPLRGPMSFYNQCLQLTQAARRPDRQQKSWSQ
GAA850 FXN act – increases GAA850 frataxin promoter reporter activity; HEK293 lucGAA850 FXN promoter luciferase reporter, 24 h; percent of 10 µM SAHA response; activation, % at 6 µM; 0.56% of 360,000 active; AID 540364;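 active means activation above the average of all compounds screened plus 3 SD, cutoff fixed separately per campaign, cut at about 7.5% in these data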;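 further: 0% = DMSO wells and 100% = 10 µM SAHA wells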
Active calls of the source: *; . = not tested or not shown.

#1 Brc1ccc(COCCc2cn(Cc3ccccc3)c3ccccc23)cc1
#2 O=C(Cn1cnc2c(cnn2-c2ccc(Cl)cc2)c1=O)NC1CCCCC1
#3 CCOc1ccccc1NC(=O)C1CCCCN1S(=O)(=O)c1ccc(F)cc1 (stereo not given)
#4 COc1ccc(NC(=O)CSc2nc(O)c(Cc3ccccc3)c(=O)[nH]2)cc1
#5 COC(=O)C[C@H]1c2cc(F)ccc2S(=O)(=O)N1Cc1ccccc1
#6 OC(COC1CCCCC1)CN1CCN(c2ccccc2)CC1 (stereo not given)
#7 CN(c1cccc(NC(=O)CN(c2ccc(Cl)c(Cl)c2)S(=O)(=O)c2ccccc2)c1)S(C)(=O)=O
#8 Cc1cccc(-c2nc(C#N)c(N3CCC(C)CC3)o2)c1

entry no.,1,2,3,4,5,6,7,8
DAX1 inh-1,1.3,0.5,-0.9,-0.2,-0.1,-0.5,-0.2,0.9
ssDAF-12 act,-0.3,-0.9,-2.4,-0.8,-1.6,-0.5,-1.1,-0.2
SMARCA2 activ,-3.4,-0.1,-2.4,-0.4,1.4,-5.0,-0.8,2.3
hcDAF-12 act,-0.2,-2.3,-3.7,1.1,-0.8,-0.8,-0.4,1.1
PG9 Ab binder,0.0,-0.8,-1.4,-1.9,-1.1,-2.0,0.9,-1.1
DAX1 inh-2,.,-1.3,-1.0,1.8,-0.6,0.8,-0.9,-1.5
PLC-beta3 inh,-3.0,-2.4,2.0,2.4,-0.2,5.6,-2.6,-37.5
NR1D1 modulator,1.0,4.2,-0.5,3.8,2.2,-0.4,-1.4,0.0
hgDAF-12 ag,0.9,0.6,2.2,-2.9,-1.6,3.0,-1.9,7.7
sPLA2-III inh,-5.0,13.8,-5.4,4.6,-0.2,5.0,-32.5,0.9
GAA850 FXN act,.,0.2,0.2,0.6,-0.6,-2.0,-3.3,-0.3

#9 Cc1ccc(OCCn2cnc3ccccc3c2=O)c([N+](=O)[O-])c1
#10 O=C(NN=Cc1ccc(O)cc1O)c1ccccc1NS(=O)(=O)c1cccs1
#11 COc1ccc(-c2cc3ccccc3n2CC(O)CN2CCCCC2)cc1 (stereo not given)
#12 Cc1ccc(S(=O)(=O)N2CCN(C(=O)CN3CCCSc4ccccc43)CC2)cc1
#13 Cc1ccc(OCC(=O)NCCN2CCOCC2)cc1C
#14 COc1ccc(NC(=O)N2CCCC(c3nc(-c4ccc(C(C)C)cc4)no3)C2)cc1 (stereo not given)
#15 CCC(=O)NC(=S)Nc1cccc(-c2nc3ncccc3o2)c1
#16 Cc1ccc(CNC(=O)CSCc2ccc(F)cc2)cc1

entry no.,9,10,11,12,13,14,15,16
DAX1 inh-1,2.1,-1.3,0.1,0.9,-0.2,-1.7,-1.0,-0.3
ssDAF-12 act,-0.1,-1.4,-1.2,0.0,-0.5,-2.5,-0.8,-1.1
SMARCA2 activ,0.9,-0.9,-1.6,-2.8,-5.5,-3.7,5.5,-1.1
hcDAF-12 act,1.8,2.1,1.0,-1.1,-0.3,-1.8,-0.9,0.2
PG9 Ab binder,-3.2,-1.2,-0.9,-1.4,-1.5,-1.6,-1.3,0.0
DAX1 inh-2,3.6,-0.5,-0.3,-0.2,-0.6,-3.4,-1.0,-0.1
PLC-beta3 inh,2.0,-147.1,-40.4,-3.4,6.0,5.1,0.8,1.9
NR1D1 modulator,-4.0,-0.3,3.5,4.6,0.2,1.0,-1.1,1.7
hgDAF-12 ag,10.2,-3.1,1.0,-3.9,-0.1,4.8,-2.3,1.2
sPLA2-III inh,-4.9,-8.6,-10.2,0.4,-0.7,-10.2,4.9,-4.7
GAA850 FXN act,4.9,-0.4,-1.2,0.5,2.9,4.2,-0.3,0.5

Pulled by structure from the list above (2):
#12 Cc1ccc(S(=O)(=O)N2CCN(C(=O)CN3CCCSc4ccccc43)CC2)cc1
#11 COc1ccc(-c2cc3ccccc3n2CC(O)CN2CCCCC2)cc1 (stereo not given)

entry no.,12,11
DAX1 inh-1,0.9,0.1
ssDAF-12 act,0.0,-1.2
SMARCA2 activ,-2.8,-1.6
hcDAF-12 act,-1.1,1.0
PG9 Ab binder,-1.4,-0.9
DAX1 inh-2,-0.2,-0.3
PLC-beta3 inh,-3.4,-40.4
NR1D1 modulator,4.6,3.5
hgDAF-12 ag,-3.9,1.0
sPLA2-III inh,0.4,-10.2
GAA850 FXN act,0.5,-1.2

6 compounds already listed, sorted by heavy-atom count, rising.
#16 Cc1ccc(CNC(=O)CSCc2ccc(F)cc2)cc1
#5 COC(=O)C[C@H]1c2cc(F)ccc2S(=O)(=O)N1Cc1ccccc1
#11 COc1ccc(-c2cc3ccccc3n2CC(O)CN2CCCCC2)cc1 (stereo not given)
#10 O=C(NN=Cc1ccc(O)cc1O)c1ccccc1NS(=O)(=O)c1cccs1
#12 Cc1ccc(S(=O)(=O)N2CCN(C(=O)CN3CCCSc4ccccc43)CC2)cc1
#14 COc1ccc(NC(=O)N2CCCC(c3nc(-c4ccc(C(C)C)cc4)no3)C2)cc1 (stereo not given)

entry no.,16,5,11,10,12,14
DAX1 inh-1,-0.3,-0.1,0.1,-1.3,0.9,-1.7
ssDAF-12 act,-1.1,-1.6,-1.2,-1.4,0.0,-2.5
SMARCA2 activ,-1.1,1.4,-1.6,-0.9,-2.8,-3.7
hcDAF-12 act,0.2,-0.8,1.0,2.1,-1.1,-1.8
PG9 Ab binder,0.0,-1.1,-0.9,-1.2,-1.4,-1.6
DAX1 inh-2,-0.1,-0.6,-0.3,-0.5,-0.2,-3.4
PLC-beta3 inh,1.9,-0.2,-40.4,-147.1,-3.4,5.1
NR1D1 modulator,1.7,2.2,3.5,-0.3,4.6,1.0
hgDAF-12 ag,1.2,-1.6,1.0,-3.1,-3.9,4.8
sPLA2-III inh,-4.7,-0.2,-10.2,-8.6,0.4,-10.2
GAA850 FXN act,0.5,-0.6,-1.2,-0.4,0.5,4.2

The list goes on:
#17 COc1ccc(NC(=O)c2ccc(Cl)nc2)cc1S(=O)(=O)N1CCOCC1
#18 CCCCCCC12C(=Cc3cc4c(cc31)OCCO4)c1cc(OC)c(OC)cc1C(CC(=O)O)N2C(=O)OC (stereo not given)
#19 COc1ccc(C2OC(=O)CC2C(=O)NC(C)C)cc1 (stereo not given)
#20 Cc1ccc(S(=O)(=O)n2nc(OC(=O)c3c(-c4ccccc4Cl)noc3C)cc2N)cc1
#21 O=C(NCc1ccccc1Cl)c1ccc2nc[nH]c2c1
#22 O=C(O)C(=O)Nc1ncn[nH]1
#23 COc1ccc(C)cc1Nc1ccc(C(=O)O)cc1[N+](=O)[O-]
#24 O=C(NC(=S)N1CCc2ccccc21)c1ccccc1Br

entry no.,17,18,19,20,21,22,23,24
DAX1 inh-1,-1.2,-0.4,-0.7,-0.7,-0.7,0.0,0.9,0.8
ssDAF-12 act,-1.4,-2.1,-0.7,-1.1,-1.4,-0.9,-1.6,-0.1
SMARCA2 activ,-2.6,-8.1,-0.2,-2.5,2.2,0.4,2.6,0.3
hcDAF-12 act,0.3,-1.3,-1.0,-1.4,-0.2,-1.0,-0.8,4.9
PG9 Ab binder,2.0,0.8,-1.6,-1.9,-1.8,-0.5,-2.8,-0.6
DAX1 inh-2,0.9,.,0.7,-0.3,-0.8,1.4,0.4,0.4
PLC-beta3 inh,-8.4,-434.4,2.2,2.1,2.7,6.5,-0.2,4.8
NR1D1 modulator,-1.5,-5.5,-4.6,0.3,0.7,-2.5,1.9,-3.5
hgDAF-12 ag,-1.9,-5.4,3.2,-2.4,0.3,2.3,0.0,6.2
sPLA2-III inh,12.1,-24.9,-0.8,-15.1,-4.2,-2.3,2.6,13.3
GAA850 FXN act,-0.3,.,-3.6,-0.1,1.1,-0.7,0.8,5.3

#25 CCc1ccc(/C=C2\SC(=S)N(CCC(=O)NCCCN3CCOCC3)C2=O)cc1
#26 CC(C)Nc1nc(NC(C)C)nc(N(C)C(N)=O)n1
#27 COc1ccccc1-c1c(C)nn2c(N3CCC(C(N)=O)CC3)cc(C)nc12
#28 CSc1ccccc1C(=O)NCCOc1cccc(C)c1
#29 Cc1ccc(S(=O)(=O)N2CCOCC2)cc1NC(=O)COC(=O)CCn1c(C)csc1=O
#30 O=C(c1ccc(F)cc1)c1cn[nH]c1-c1ccccc1O
#31 Cc1ccc(NC(=O)NCCCCc2ccccc2)cc1
#32 Cc1nnc(NC(=O)c2ccccc2C(=O)O)s1

entry no.,25,26,27,28,29,30,31,32
DAX1 inh-1,2.6,0.5,0.4,-0.7,0.6,-0.5,0.7,0.0
ssDAF-12 act,-0.2,-0.7,-1.1,-2.0,-0.9,-0.5,-1.7,-1.1
SMARCA2 activ,-1.4,-0.8,-1.8,-2.8,-2.7,-2.5,2.5,-1.6
hcDAF-12 act,0.9,-1.0,-1.2,-0.6,1.8,-0.9,-0.2,-0.1
PG9 Ab binder,-2.0,0.0,3.2,-1.6,0.2,0.1,-1.6,0.4
DAX1 inh-2,0.3,0.9,0.5,0.6,0.7,0.3,0.1,-1.1
PLC-beta3 inh,-6.2,-6.1,-36.9,-5.9,-3.4,0.0,-13.3,2.0
NR1D1 modulator,-0.6,-2.6,-4.2,2.9,-5.0,-2.5,-1.6,10.3
hgDAF-12 ag,1.6,-0.8,1.8,0.6,-0.6,4.3,3.3,2.7
sPLA2-III inh,-4.7,3.4,2.1,-1.5,2.2,-51.6,-6.2,0.8
GAA850 FXN act,3.6,5.3,0.8,1.3,1.4,0.1,2.3,1.1

#33 CC(C)(Oc1ccc(Cl)cc1)C(=O)N1CCN(c2ccccn2)CC1
#34 Nc1ccc(N2C(=O)c3ccccc3C2=O)c(Cl)c1
#35 Cc1cc(/C(N)=N/OC(=O)Nc2ccc(Cl)cc2)no1
#36 Cc1cc(C)c(C#N)c(SCc2nnc(-c3ccccc3)o2)n1
#37 COC(=O)Cc1[nH]nc2c1C1(C(=O)N(Cc3ccc(Cl)cc3)c3ccccc31)C(C#N)=C(N)O2 (stereo not given)
#38 CC(=O)c1cccc(S(=O)(=O)NC2CCCCCC2)c1
#39 CCn1c(SCC(=O)NC2CCCC2)nnc1-c1c[nH]c2ccccc12
#40 CCOc1ccc(N2C(=O)CC(NCCc3ccncc3)C2=O)cc1 (stereo not given)

entry no.,33,34,35,36,37,38,39,40
DAX1 inh-1,0.2,0.0,0.1,-3.1,-0.4,0.1,0.5,-0.4
ssDAF-12 act,-0.9,-0.8,-1.3,-3.2,-0.7,-1.4,-1.3,-1.8
SMARCA2 activ,0.5,2.3,-1.4,-8.7,-2.4,-2.8,-1.7,-1.7
hcDAF-12 act,-2.1,0.2,-0.2,-8.7,-1.6,1.4,-1.6,-0.7
PG9 Ab binder,-2.3,-0.6,0.9,0.2,-0.5,-2.3,-1.6,3.2
DAX1 inh-2,0.1,0.4,.,-3.6,0.4,-0.8,0.7,0.6
PLC-beta3 inh,-0.6,2.1,-6.7,-389.1,1.4,-0.2,1.9,2.7
NR1D1 modulator,-1.8,-2.3,0.6,0.9,2.1,2.1,-0.4,-5.5
hgDAF-12 ag,1.8,0.3,-0.2,-18.1,-0.8,0.6,-0.5,-0.1
sPLA2-III inh,1.9,3.1,8.1,-0.9,-57.2,17.2,0.0,1.3
GAA850 FXN act,-3.4,0.5,0.3,-14.9,-0.5,0.6,0.3,0.7

Screening data deposited in PubChem BioAssay by several laboratories.
